SENP8 block-1 = SENP8 protease inhibition; Q96LD8; purified SENP8, Z-RLRGG-aminoluciferin cleavage, luminescence; inhibition, % at 10 µM; actives 1.2% (n = 330,000); AID 2540; in the data active = inhibition above about 50%
Target sequence (Q96LD8 whole entry, looked up): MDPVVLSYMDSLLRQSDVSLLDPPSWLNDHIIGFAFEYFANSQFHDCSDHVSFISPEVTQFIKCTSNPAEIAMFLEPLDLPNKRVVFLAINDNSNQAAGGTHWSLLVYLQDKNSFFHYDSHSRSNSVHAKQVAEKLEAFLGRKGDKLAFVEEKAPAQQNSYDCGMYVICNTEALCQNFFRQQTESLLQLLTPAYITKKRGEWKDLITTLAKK
HKDC1 inhibitor = blocks human hexokinase HKDC1 activity | Q2TB90 | recombinant HKDC1, G6PDH/diaphorase resazurin coupled fluorescence | inhibition, % at 20 µM | actives 0.16% (n = 340,000) | AID 493160;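 active = inhibition above about 35% when tested at 20 µM, limit read from the data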;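 note: plate controls were DMSO wells with enzyme for no effect and DMSO wells lacking enzyme for full effect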
Target sequence (Q2TB90 whole entry, looked up): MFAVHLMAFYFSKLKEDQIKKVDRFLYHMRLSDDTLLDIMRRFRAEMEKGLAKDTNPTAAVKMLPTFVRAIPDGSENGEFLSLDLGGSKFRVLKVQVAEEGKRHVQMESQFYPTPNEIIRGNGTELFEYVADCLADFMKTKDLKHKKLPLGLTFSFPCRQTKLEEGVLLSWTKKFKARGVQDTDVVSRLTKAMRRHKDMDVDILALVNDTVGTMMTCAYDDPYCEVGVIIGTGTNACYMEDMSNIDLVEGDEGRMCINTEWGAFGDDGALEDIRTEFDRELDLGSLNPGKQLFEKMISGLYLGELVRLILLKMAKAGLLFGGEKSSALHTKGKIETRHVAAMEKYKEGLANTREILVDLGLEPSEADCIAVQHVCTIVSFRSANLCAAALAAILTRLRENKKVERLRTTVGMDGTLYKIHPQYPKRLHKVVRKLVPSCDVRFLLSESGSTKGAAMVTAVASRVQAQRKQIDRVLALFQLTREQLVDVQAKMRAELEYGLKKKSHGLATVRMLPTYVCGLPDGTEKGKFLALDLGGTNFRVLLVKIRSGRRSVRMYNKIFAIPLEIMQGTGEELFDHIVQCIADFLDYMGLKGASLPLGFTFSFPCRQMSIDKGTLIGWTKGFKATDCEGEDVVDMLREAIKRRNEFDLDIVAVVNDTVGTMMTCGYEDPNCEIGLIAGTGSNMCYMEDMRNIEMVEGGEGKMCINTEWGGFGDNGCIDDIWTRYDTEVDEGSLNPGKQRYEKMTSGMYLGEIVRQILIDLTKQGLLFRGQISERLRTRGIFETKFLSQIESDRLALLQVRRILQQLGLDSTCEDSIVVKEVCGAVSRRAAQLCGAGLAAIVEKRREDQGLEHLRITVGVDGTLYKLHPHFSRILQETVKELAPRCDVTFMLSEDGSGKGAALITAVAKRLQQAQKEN
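Test system: Recombinant HKDC1 (HK5) hexokinase enzyme, produced in-house | Input: HKDC1 at 5 µg/mL | Buffer or medium: Tris pH 8.0 buffer with MgCl2, Tween-20, BSA, BME | Schedule: 90 min reaction incubation at room temperature, dark | Technique: Resazurin-to-resorufin fluorescence via G6PDH and diaphorase coupling, 525/613 nm | Controls: DMSO wells with and without enzyme mix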
PfG6PD inh = PfG6PD (Plasmodium falciparum) enzyme inhibition. PfGluPho enzyme, NADPH resazurin-diaphorase fluorescence. inhibition, % at 20 µM. actives 0.78% (n = 350,000);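 active = inhibition reaching at least a set limit at 20 µM in the primary screen, cut at about 59% in these data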;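 note: 0% = DMSO wells with substrate and 100% = DMSO wells lacking glucose-6-phosphate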
SENP6 block = inhibitors of human SENP6 protease. Recombinant SENP6 catalytic domain, aminoluciferin luminescence. actives 1.8% (n = 330,000). AID 2599. Q9GZR1. inhibition, % at 10 µM;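 active = inhibition above about 50% at the single tested dose, limit read from the data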;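 note: plate controls were DMSO wells with enzyme for no effect and DMSO wells lacking enzyme for full effect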
MIN6 prolif = inducers of beta-cell replication in MIN6 cells; MIN6 cells proliferation, ATPlite luminescence, 48 h; cells starved in 0.2% serum; 100% = growth in 10% serum; proliferation, % at 10 µM; actives 0.29% (n = 330,000);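 active = compounds whose signal lies at least 3.5 SD above the mean of all wells on their plate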;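 note: 0% = DMSO-treated cells in low-serum medium and 100% = 10% serum control; some compounds called inactive have numbers as strong as hits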
SENP8 block-2 = blocks human SENP8 cleavage of Nedd8 substrate; Q96LD8; recombinant SENP8, Nedd8 substrate fluorescence; inhibition, % at 20 µM; actives 0.64% (n = 360,000); AID 602440; in the data active = inhibition mostly above about 40%, no sharp cut-off; inactive = mostly below about 27%
SENP1 FRET inh = blocks the human SENP1 SUMO protease catalytic domain; Q9P0U3; recombinant SENP1 catalytic domain, CyPet-SUMO1-YPet FRET cleavage; inhibition, % at 10 µM; actives 0.21% (n = 360,000);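 active = inhibition at least 30% at 10 µM, raw YFP signal under a set limit, fluorescence ratio 0.5 to 1.5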;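 note: 0% = enzyme with DMSO and 100% = no enzyme wells; some results filed as inactive read as strong as hits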
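Material: hSENP1 catalytic domain, recombinant; medium: Tris pH 8 with BME, BSA, NP40 and catalase; compound: single concentration of 10 µM compound, 0.5% DMSO final; technique: FRET read of cyan and yellow fluorescence; timing: 50 min enzyme reaction, room temperature, light-protected; reagent: SFCypet-SUMO1-SFYpet substrate at 25 nM; control set: no-enzyme low, enzyme-DMSO high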
UBC13 polyUb = inhibitors of human UBC13 polyubiquitin chain formation | TR-FRET | inhibition, % at 20 µM | actives 0.47% (n = 330,000) | AID 485273; in the data active = inhibition above about 45%, passing the limit was not always enough
SENP7 block = inhibitors of human SENP7 protease; Q9BQF6; inhibition, % at 5 µM; recombinant SENP7, Z-RLRGG-aminoluciferin luminescence, 40 min; AID 434973; actives 1.5% (n = 330,000);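 active = inhibition above about 50% at the single test dose, limit read from the data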;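 note: plate controls were DMSO with enzyme for no effect and no enzyme buffer wells for full effect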
An asterisk follows results filed as active; . = no result given.

SMILES	SENP8 block-1	HKDC1 inhibitor	PfG6PD inh	SENP6 block	MIN6 prolif	SENP8 block-2	SENP1 FRET inh	UBC13 polyUb	SENP7 block
CCCCCCSc1ccc([C@@H]2[C@H]3C(=O)N(C)C(=O)[C@H]3[C@]3(C(=O)OC)CCCCN23)cc1	-10	1	29	-14	-7	-6	-16	-25	-13
O=S1(=O)CCN(Cc2cccc(C(F)(F)F)c2)CC1	-2	6	-3	-2	0	-4	2	4	5
C=CCC[C@@H](Cc1ccc(F)cc1)C(=O)OCCNC(=O)[C@H](CC=C)CC(=O)NCCO	-4	-5	10	-9	-1	0	2	-2	2
CC(Sc1nnnn1C)C(=O)Nc1nc(-c2ccc(F)c(F)c2)cs1 (stereo not given)	-2	4	12	-12	-3	1	-1	9	0
CC(C)CN1C(=O)c2ccc(NC(=O)Cc3ccccc3)cc2C1=O	-4	-10	-9	12	1	-393	2	14	6
CCOC(=O)C1C(=O)CC(C)(O)C(C(=O)OCC)C1c1ccc(NC(C)=O)cc1 (stereo not given)	1	-12	-2	-5	2	14	2	5	-5
Cc1[nH]c2ccccc2c1/C=N/NC(=O)c1cccc(F)c1	1	-5	5	-22	-1	-45	-3	-12	2
CN1C(=O)NC(c2ccccc2)C2=C1CN(Cc1ccco1)C2=O (stereo not given)	-1	0	-4	4	1	8	1	-4	-1
Cn1c(=O)oc2cc(S(=O)(=O)N3CCCCC3)ccc21	-12	-7	-13	-25	-2	2	0	0	-5
COc1ccc(NC(=O)N2CCCC(c3nc(-c4ccc(F)cc4)no3)C2)cc1 (stereo not given)	1	4	-22	-7	2	10	-2	7	-4
O=C(Cc1cccs1)N(Cc1cccs1)C1(C(=O)NC2CCCCC2)CCCCC1	7	3	-11	-10	-4	13	2	2	6
Cc1cccc(NC(=S)c2nc3ccccc3s2)c1	84*	5	6	65*	-4	26	2	-10	90*
COc1ccc(-c2nc(C3CCCCC3)c3cc(OC)ccc3n2)cc1	-7	8	-2	-2	-8	-311	0	23	-1
CCN(CC)CCNC(=O)c1ccc(-n2c(C)cc3c2CCCC3=O)cc1	-2	8	1	2	0	13	0	-20	-11
COC(=O)c1ccc(CSc2ncnc3c2oc2ccccc23)o1	25	-8	15	3	2	18	4	-22	13
O=C(O)C1(NS(=O)(=O)c2ccc(F)c(Cl)c2)CCCCC1	-8	17	9	-13	-3	10	2	16	-7
COc1ccc2cc3cc(C(=O)NC4CC4)sc3nc2c1	71*	7	17	90*	-8	-401	0	2	85*
Cc1ccc(N/N=C/c2c(O)cc(C)oc2=O)cc1	4	2	-15	26	0	2	-5	-1	11
COc1ccc(-c2cc(-c3ccccc3)c(C#N)c(S(C)=O)n2)cc1 (stereo not given)	-1	1	-1	-8	-6	-262	-2	25	-2
CCc1ccc(CN2CCCC(C(=O)Nc3ccc(-c4cscn4)cc3)C2)o1 (stereo not given)	-8	2	9	-11	4	9	3	1	-15
CC1CCCCN1C(=O)CCn1c(=O)oc2ccccc21 (stereo not given)	2	0	-6	0	1	2	2	-2	-1
CN1CCN(C(=O)c2ccccc2NC(=O)Cc2ccccc2)CC1	-9	-2	-1	-14	2	6	2	-6	-8
COc1cccc(N2CCN(C(=O)c3ccc(CS(=O)c4ccccc4Cl)o3)CC2)c1 (stereo not given)	-1	2	-1	9	-5	1	-3	6	-2
C=CCc1cccc(/C=N/NC(=O)COc2ccc(-n3cnnn3)cc2)c1O	1	-12	-10	-8	-6	-21	0	7	0
CN(C)C(C)(C)C#CCCCCC#CC(C)(C)N(C)C	8	-9	6	-7	1	17	1	1	6
COc1ccc2cc(S(=O)(=O)N3CCCC(C)C3)ccc2c1 (stereo not given)	7	1	-2	-6	-2	13	-1	5	8
CC(C(=O)NCc1ccco1)n1cc([N+](=O)[O-])cn1 (stereo not given)	-4	-4	4	3	0	8	2	-10	-1
CCc1ccc(NC(=O)C(=O)NCCN2CCN(Cc3ccc([N+](=O)[O-])cc3)CC2)cc1	1	-3	1	9	0	23	3	1	5
O=C(/C=C/c1ccccc1Cl)NCc1cccs1	-6	-6	4	-2	-1	18	0	-16	5
NS(=O)(=O)c1cccc(NC(=O)COC(=O)C2CCN(S(=O)(=O)c3cccs3)CC2)c1	1	-3	-7	-3	-1	29	3	7	-7
CCOC(=O)[C@H]1[C@H]2COc3ccc(C)cc3[C@@H]2N2C(=O)c3ccc(Cl)cc3NC(=O)[C@@]12C	1	-1	-16	-3	-3	-3	1	1	-4
CC(=O)NC(Cc1ccccc1F)C(=O)NC1CCN(S(=O)(=O)c2ccccc2)CC1 (stereo not given)	-12	-5	-6	-5	-1	4	-1	-2	-7
CSCC[C@H](NC(=O)c1cccc(S(=O)(=O)N2CCCCC2)c1)c1nc2ccccc2[nH]1	-13	2	-1	2	-4	10	-4	-16	-2
COc1ccc(-c2c(C)c3ccc(O)cc3oc2=O)cc1	-10	2	-17	3	-4	-314	-26	19	5
C=CCn1c(SCC(=O)N2CCN(c3ccc(F)cc3)CC2)nnc1-c1ccco1	-12	-8	9	-3	-2	14	0	-8	11
CCNS(=O)(=O)c1ccc(NC(=O)Nc2ccccc2OC)cc1	21	-11	10	32	3	15	-1	6	27

Profiles, looked up by structure. Values in the order: SENP8 block-1	HKDC1 inhibitor	PfG6PD inh	SENP6 block	MIN6 prolif	SENP8 block-2	SENP1 FRET inh	UBC13 polyUb	SENP7 block
CC(=O)NC(Cc1ccccc1F)C(=O)NC1CCN(S(=O)(=O)c2ccccc2)CC1 (stereo not given) is entered as -12	-5	-6	-5	-1	4	-1	-2	-7
CN(C)C(C)(C)C#CCCCCC#CC(C)(C)N(C)C is entered as 8	-9	6	-7	1	17	1	1	6
C=CCn1c(SCC(=O)N2CCN(c3ccc(F)cc3)CC2)nnc1-c1ccco1 is entered as -12	-8	9	-3	-2	14	0	-8	11

Next compounds:
SMILES	SENP8 block-1	HKDC1 inhibitor	PfG6PD inh	SENP6 block	MIN6 prolif	SENP8 block-2	SENP1 FRET inh	UBC13 polyUb	SENP7 block
COc1ccccc1N1CCN(CCCCOc2ccc(C)cc2C)CC1	-6	-3	14	0	-2	11	1	6	8
CCc1cc2c(NCCC(=O)O)nc(C)nc2s1	-3	1	2	-4	-3	-259	-9	14	-8
CCOC(=O)C1CCCN(C(=O)Cn2cnc3c2c(=O)n(C)c(=O)n3C)C1 (stereo not given)	1	-10	-7	4	-3	24	3	-10	7
CCOC(=O)c1c(-c2ccccc2)csc1NC(=O)CCN1CCOCC1	-9	0	5	3	0	13	1	9	-1
COCCCC1CCN(C(=O)C2CCC(=O)N(CCc3cccc(F)c3)C2)CC1 (stereo not given)	7	1	4	-9	0	5	2	10	-2
Cc1cc(/C=N/NS(=O)(=O)c2ccc(F)c(Cl)c2)no1	0	1	-7	-16	-2	0	0	-2	-7
Cc1ccc(C(=O)N2CCN3C(=O)c4ccccc4C23c2ccccc2)cc1 (stereo not given)	0	-11	-10	-10	1	11	3	3	-6
CC(=O)Nc1ccc2nc(SCC(=O)NCCOc3ccccc3)sc2c1	-9	0	-15	-7	2	12	-1	-6	-8
Cn1nc(C(=O)NNC(=O)Cc2ccc(S(=O)(=O)N3CCOCC3)s2)c2ccccc2c1=O	.	-2	7	.	.	3	2	.	.
COc1ccc(NC(=O)CCn2cccc2)c(OC)c1	-5	-3	-8	0	-3	15	1	-17	4
CC(=O)C1=C(O)C(=O)N(CCc2c[nH]c3ccccc23)C1c1ccco1 (stereo not given)	10	0	3	13	-2	6	-33	-37	7
COc1ccc(S(=O)(=O)N2CCCCCC2)cc1C(=O)OCc1cccc(OC)c1OC	10	-1	5	2	1	10	-1	5	-3
O=C(COc1ccc(F)cc1Cl)NC1CCCCCC1	-6	3	-4	-7	-1	2	-4	13	-5
O=P(NC1CCCCC1)(c1ccccc1)c1ccccc1	.	-5	-2	.	.	7	1	.	.
CC(C)(C)OC(=O)C[C@@H]1C/C=C\C[C@@H](CC(=O)N(CCO)Cc2ccccc2)C(=O)N[C@@H](c2ccccc2)COC1=O	-8	-4	2	0	-2	15	-1	-12	-9
c1cnc2ccc(C(c3nnnn3C3CCCC3)N3CCSCC3)cc2c1 (stereo not given)	-6	-4	8	6	4	26	1	-9	-3
COc1ccccc1-c1nc(C#N)c(N2CCN(c3ccccc3)CC2)o1	3	-1	10	-14	-3	-394	-1	4	-1
COc1ccc(NC(=S)NCCc2ccccc2)c(C)c1	6	-6	3	-3	1	4	1	7	6
CCOCCCNC(=S)Nc1ccc2nc3n(c(=O)c2c1)CCCCC3	2	-4	-11	0	-3	-15	3	6	2
COc1cc(/C=N/NC(=O)CCn2c3ccccc3c3ccccc32)cc(OC)c1OC	-9	2	2	-12	3	11	2	-2	-5
CCOC(=O)c1[nH]n(-c2ccc(Cl)cc2)c(=O)c1C	5	-9	10	-22	0	2	-2	-2	2
CCOc1ccc(NC(=S)NC(C)CCc2ccccc2)cc1 (stereo not given)	-3	16	-5	7	-5	8	0	8	1
COCCCN1C(=O)c2ccc(C(=O)Nc3ccccc3Cl)cc2C1=O	-5	-2	-18	4	-3	13	1	-5	-11
CC(C)(C)N(NC(=O)Nc1ccc(F)cc1)C(=O)c1ccccc1	-4	-14	-5	-7	0	8	1	7	-7
COc1cc(CN2CCSCC2)c([N+](=O)[O-])cc1OC	1	-5	20	-11	1	-17	-2	-6	12
O=S(=O)(Nc1ccc2c(c1)OCO2)c1cccs1	5	4	30	-32	-4	10	-3	-2	-2
CCN(CC)C(=O)Oc1ccnc2cc(Cl)ccc12	1	-7	8	3	-1	29	-1	7	-7
O=C(c1ccc(Cl)cc1)N1N=C(c2ccccn2)CC1(O)C(F)(F)F (stereo not given)	-4	-3	-9	-8	-4	-12	0	-8	0
O=C(NC(Cc1c[nH]c2ccccc12)C(=O)N/N=C/c1cccnc1)c1cccs1 (stereo not given)	-2	-7	5	-1	1	14	1	-3	0
COc1cccc(-c2nn(-c3ccccc3)cc2C(=O)OCC(=O)Nc2ncc(Cl)cc2Cl)c1	-1	-3	20	-5	-1	-10	-3	2	2
NS(=O)(=O)c1ccc(CCNC(=O)COC(=O)C2CCN(c3ccc(C(F)(F)F)cn3)CC2)cc1	0	2	-9	-13	-2	-46	0	3	1
O=S(=O)(c1ccc(NCCOc2ccccc2)nc1)N1CCCC1	1	3	12	-3	0	3	-4	7	-1
COCCNC(=O)c1c(N)sc2c1CCCC2	6	.	.	1	-2	.	.	2	6
COc1ccc(Cn2nnnc2CN(CCCN2CCOCC2)Cc2cc3cc(OC)ccc3[nH]c2=O)cc1	7	0	12	3	-1	-295	-1	0	1
CCOCCCNCc1cc(Cl)cc(Cl)c1OCC	8	-7	-9	-1	0	25	-1	3	8
CCOC(=O)C1(CCOc2ccccc2)CCN(Cc2cccc(OC)c2O)CC1	6	-2	10	-5	-3	7	-2	3	1
OCC1(Cc2cccc(C(F)(F)F)c2)CCN(Cc2cc3ccccc3o2)CC1	-3	4	6	-12	-6	14	-1	19	1
COc1ccc(S(=O)(=O)Cc2ccccc2)cc1N	-1	7	-4	-16	0	14	-1	4	8
CCOC(=O)c1nn(-c2ccc(F)cc2)c(=O)c2c(N)scc12	5	7	23	13	-4	36	2	-25	9

Taken from above.
Result of `O=S(=O)(c1ccc(NCCOc2ccccc2)nc1)N1CCCC1` in SENP8 block-1: 1
Result of `CCOC(=O)C1(CCOc2ccccc2)CCN(Cc2cccc(OC)c2O)CC1` in SENP8 block-1: 6
Result of `O=C(c1ccc(Cl)cc1)N1N=C(c2ccccn2)CC1(O)C(F)(F)F` (stereo not given) in PfG6PD inh: -9

High-throughput results from PubChem.
